Source: PubChem BioAssay (several laboratories)
bIAP activator: intestinal alkaline phosphatase (bovine) activation; 0.17% of 200,000 active; activation factor at 20 µM; purified bovine IAP, CDP-star luminescence, 30 min; hits give high values; fold of DMSO-control signal, blank-subtracted;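 active means activation factor of 2 or more at 20 µM, a signal rise over negative controls twice the positive control's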
TNAP act hiacc: increases human TNAP activity under high phosphate acceptor concentration. purified TNAP, CDP-star luminescence, 1 M DEA, 30 min; hits give high values; 0 = EDTA background, 1 = DMSO-only activity. activation factor at 20 µM. 200,000 tested, under 10 active. AID 1136;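 active means activation factor at least 2 at 20 µM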
Target sequence (P05186 whole entry, looked up): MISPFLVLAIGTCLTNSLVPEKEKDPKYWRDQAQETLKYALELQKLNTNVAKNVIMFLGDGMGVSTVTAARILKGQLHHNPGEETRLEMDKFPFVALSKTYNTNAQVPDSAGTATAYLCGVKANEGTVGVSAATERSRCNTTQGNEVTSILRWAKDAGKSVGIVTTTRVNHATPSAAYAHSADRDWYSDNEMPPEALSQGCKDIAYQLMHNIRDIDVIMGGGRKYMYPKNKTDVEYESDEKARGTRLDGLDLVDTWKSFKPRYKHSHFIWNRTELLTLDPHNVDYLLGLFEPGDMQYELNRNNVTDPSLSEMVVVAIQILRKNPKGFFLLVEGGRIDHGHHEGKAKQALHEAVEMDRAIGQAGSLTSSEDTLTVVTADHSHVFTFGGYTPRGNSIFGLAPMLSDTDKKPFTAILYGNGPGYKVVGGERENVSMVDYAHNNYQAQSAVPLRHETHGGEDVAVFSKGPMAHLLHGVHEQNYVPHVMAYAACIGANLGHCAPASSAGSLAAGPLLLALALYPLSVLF
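Measured by: Luminescent substrate turnover signal | Test system: Human TNAP | Input: TNAP 1/800 final | Dosing: 20 µM single point | Schedule: 30 min, room temperature | Controls: EDTA wells as negative control, DMSO wells as positive control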
STAT3 blocker: STAT3 signaling inhibition. 0.89% of 190,000 active. AID 862. inhibition, % at 5.5 µM. U3A cells, IL-6 STAT3-luciferase reporter, luminescence; host cell line lacks STAT1;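 active means inhibition above the mean inhibition across all screened compounds plus 3 SD, cut at about 44% in these data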;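 further: 0% = DMSO only wells and 100% = 100 µM nifuroxazide control wells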
TR-FRET SRC-2 ct: counter-screen for PPARgamma SRC-2 recruitment agonists: TR-FRET artefact | hits give high values | TR-FRET ratio at 8 µM | 0.4% of 200,000 active | AID 1049; in the data active means TR-FRET ratio above about 2000; further: inactives centre near 1500
STAT3 act: STAT3 signaling activation; U3A cells, IL-6 STAT3-luciferase reporter, luminescence; 100% = signal with IL-6 EC80 alone; activation (% of control), % at 5.6 µM; 0.91% of 190,000 active; AID 871;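 active means activation above the screen-wide mean of compound activation plus 3 SD, cut at about 130% in these data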;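 further: 0% = background luminescence of wells with medium and substrate only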
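Test system: human U3A cells carrying STAT3-luciferase construct; control set: IL-6-only wells as 100% reference; timing: compound pre-incubation 1 h before IL-6, then 6 h stimulation at 37 °C; also added: IL-6 stimulus at 33 ng/mL final; evaluation: % activation versus median of IL-6-stimulated wells; detection: reporter luminescence signal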
PPARg SRC2 recr: agonists of SRC-2 recruitment by human PPARgamma. 0.34% of 200,000 active. P37231. AID 1032. activation, % at 8 µM. PPARgamma LBD-SRC-2 recruitment, biochemical; in the data active means activation above about 22%;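 further: 0% = vehicle and 100% = reference agonist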
Target sequence (P37231 whole entry, looked up, the tested form may be a part): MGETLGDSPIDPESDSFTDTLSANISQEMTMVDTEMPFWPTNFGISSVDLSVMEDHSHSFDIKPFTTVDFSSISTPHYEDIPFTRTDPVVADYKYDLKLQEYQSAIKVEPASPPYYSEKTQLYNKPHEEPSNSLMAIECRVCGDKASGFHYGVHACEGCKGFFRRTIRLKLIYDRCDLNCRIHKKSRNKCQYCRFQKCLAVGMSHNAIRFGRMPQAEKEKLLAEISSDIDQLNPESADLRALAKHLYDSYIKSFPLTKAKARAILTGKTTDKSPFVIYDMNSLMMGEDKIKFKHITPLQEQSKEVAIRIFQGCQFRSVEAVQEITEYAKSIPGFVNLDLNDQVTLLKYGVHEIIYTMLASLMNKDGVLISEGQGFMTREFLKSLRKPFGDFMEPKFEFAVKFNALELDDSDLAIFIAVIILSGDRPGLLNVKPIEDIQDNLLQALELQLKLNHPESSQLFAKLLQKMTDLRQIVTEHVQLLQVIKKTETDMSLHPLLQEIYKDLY
STAT1 inh: STAT1 signaling inhibition; NIH 3T3 STAT1-luciferase reporter, IFN-gamma, luminescence; inhibition, % at 5.5 µM; 0.35% of 200,000 active; AID 920;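 active means inhibition above a set limit, the mean inhibition across all tested compounds plus 3 SD, cut at about 34% in these data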;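 further: 0% = IFN-gamma with DMSO and 100% = IFN-gamma with 300 µM nifuroxazide; values of inactives mirror those of a sister screen read the other way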
PPARg SRC-3 ag: agonists of human PPARgamma SRC-3 coactivator recruitment | biochemical PPARgamma/SRC-3 coactivator recruitment assay | P37231 | activation, % at 8 µM | 0.26% of 200,000 active; in the data active means activation above about 23%;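 further: 0% = DMSO and 100% = reference agonist; some compounds past the cut are filed as inactive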
bIAP inh: intestinal alkaline phosphatase (bovine) inhibition | purified bovine IAP, CDP-star luminescence, 30 min | inhibition, % at 20 µM | 190,000 tested, under 10 active | AID 1019;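 active means over 50% inhibition of intestinal alkaline phosphatase at 20 µM in the single-dose screen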
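System: purified bovine intestinal alkaline phosphatase (IAP) enzyme; Input: IAP diluted 1/65,000,000 in the well; Measured by: CDP-star luminescence signal; Compound dosing: 20 µM single dose; Incubation: 30 min reaction at room temperature.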
PPARg SRC-1 ag: PPARgamma-driven SRC-1 recruitment agonism. AID 631. activation, % at 8 µM. PPARgamma-SRC-1 coactivator recruitment biochemical assay. 0.41% of 200,000 active. P37231; in the data active means activation above about 19%;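 further: 0% = DMSO and 100% = reference agonist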
ROMK mod: modulators of human ROMK potassium channel; AID 1918; B-score at 10 µM; 2% of 130,000 active; Tet-inducible ROMK, thallium flux fluorescence; actives lie on both sides;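 active means signal ratio slope over the read window, or its plate-corrected B-score, at least 3 SD from the plate mean, either direction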;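 further: B-score of the F/F0 ratio slope over 7 to 12 s after thallium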
* = called active by the depositor; . = not tested or not shown.

SMILES	bIAP activator	TNAP act hiacc	STAT3 blocker	TR-FRET SRC-2 ct	STAT3 act	PPARg SRC2 recr	STAT1 inh	PPARg SRC-3 ag	bIAP inh	PPARg SRC-1 ag	ROMK mod
N#CC1=C(N)OC2=C(C(=O)CCC2)C12CCC1(CC2)OCCO1	0.9	1	-1	1788	105	6	-4	4	6	5	.
CC(C)Oc1ccc(C2C(C#N)=C(N)Oc3c2oc(CO)cc3=O)cc1 (stereo unspecified)	1	0.9	10	1707	93	3	-2	2	3	12	0.43
CC1CC(C)CN(CCCNC(=O)Cc2c(C(=O)O)n(C)c3ccccc23)C1 (stereo unspecified)	1	1	-2	1265	108	-4	2	-1	5	-5	0.2
C/C(=N/NC(=O)CNc1ccc(Cl)cc1C)c1ccc(C)cc1	0.9	1	-2	1752	104	9	0	4	12	2	12*
CNC(=O)/C(=C\c1ccc2c(c1)OCO2)NC(=O)c1ccc(Br)cc1	0.9	1	13	1770	91	-4	11	-1	9	3	.
c1ccc2[nH]c(-c3cscn3)nc2c1	1	1.1	-7	1585	108	-3	-16	5	2	5	.
CCOc1ccc2[nH]c(=O)c(CN(Cc3nnnn3Cc3ccccc3)CC3CCCO3)cc2c1 (stereo unspecified)	1.1	1	0	1400	110	-9	-2	-3	-5	-1	.
COC(=O)c1sccc1NC(=O)CSc1ccccc1NS(=O)(=O)c1ccc(Cl)cc1	0.9	1	6	1682	100	12	9	14	9	4	.
O=C(O)CCCNS(=O)(=O)c1cccs1	0.9	1.1	6	1575	98	4	-5	-4	11	5	.
CC12CNCC(C)(CN(C3(O)C(=O)Nc4ccc(Br)cc43)C1)C2=O (stereo unspecified)	1.2	1	-8	1596	109	-8	-4	2	-20	-4	-0.53
C=CCn1c2ccccc2c2nnc(SCC(=O)Nc3c(C)n(C)n(-c4ccccc4)c3=O)nc21	1.1	1	-3	1680	103	9	8	0	-5	6	0.58
CCOP(=O)(c1ccc(N(C)C)cc1)C(O)c1ccccc1OC (stereo unspecified)	1	1	2	1412	102	-3	-13	3	-2	-2	.

Record cards, from the list above. Order of screens: bIAP activator, TNAP act hiacc, STAT3 blocker, TR-FRET SRC-2 ct, STAT3 act, PPARg SRC2 recr, STAT1 inh, PPARg SRC-3 ag, bIAP inh, PPARg SRC-1 ag, ROMK mod
Shown for `CNC(=O)/C(=C\c1ccc2c(c1)OCO2)NC(=O)c1ccc(Br)cc1` → 0.9, 1, 13, 1770, 91, -4, 11, -1, 9, 3, .
Shown for `CC(C)Oc1ccc(C2C(C#N)=C(N)Oc3c2oc(CO)cc3=O)cc1` (stereo unspecified) → 1, 0.9, 10, 1707, 93, 3, -2, 2, 3, 12, 0.43

Continuation.
SMILES	bIAP activator	TNAP act hiacc	STAT3 blocker	TR-FRET SRC-2 ct	STAT3 act	PPARg SRC2 recr	STAT1 inh	PPARg SRC-3 ag	bIAP inh	PPARg SRC-1 ag	ROMK mod
O=C(Nc1cccc([N+](=O)[O-])c1)c1[nH]ncc1Cl	1	1	16	1619	89	5	-38	2	0	-4	-1.3
COc1ccc(CNC(=O)CCn2c(=O)oc3ccccc32)cc1	1	1	4	1474	97	8	-4	18	5	4	-0.65
Cc1ccc(NC(=O)CC2SC(=Nc3ccc(O)cc3)NC2=O)cc1 (stereo unspecified)	1	1	12	1516	92	-2	2	-2	-1	0	-1.2
CCN(CC)CCNS(=O)(=O)c1ccc(C(=O)NN)cc1	1.1	1	8	1537	93	6	6	-1	-11	-3	-0.24
CCN(C(=O)CCc1nc(-c2ccccc2F)no1)c1cc(OC)ccc1OC	0.9	1.1	2	1560	102	-1	-1	-3	7	3	.
Cn1cc(/C=C2\SC(=O)NC2=S)c2ccccc21	0.8	0.8	-13	1504	110	6	-2	4	24	5	.
CCOC(=O)CNC(=O)CSc1nc(-c2ccccc2)ns1	1	1	0	1643	107	-4	16	2	-2	7	-0.23
CC(C)NC(=O)CCNS(=O)(=O)c1ccc(Br)cc1	0.9	1.1	0	1682	102	4	8	13	6	1	0.25
COCC(C)NC(=S)Nc1ccccc1[N+](=O)[O-] (stereo unspecified)	1.2	1	-29	1587	127	-1	-3	0	-20	5	0.63
CCOC(=O)N1CCN(c2ccc(C(=O)CC)cc2F)CC1	0.8	1	6	1644	100	4	-5	0	16	1	.
CNC(=O)CSCc1c(F)cccc1Cl	1	1	1	1613	102	16	2	6	4	2	0.61
CCOC(=O)N1CCN(C(=O)Nc2ccc3nc(C)sc3c2)CC1	1	1	9	1466	94	13	8	5	4	2	.
CCOc1ccccc1C(=O)N[C@H](C(=O)Nc1cc(S(=O)(=O)N(C)C)ccc1OC)C(C)C	1	1	-1	1429	102	-7	-3	-1	-4	-3	1.1
CC(n1cnnn1)C12CC3CC(CC(C3)C1)C2 (stereo unspecified)	0.9	1.1	4	1677	101	1	-1	-3	11	-1	.
Cc1ccc(C(=O)N2N=C(CC(C)C)CC2(O)C(F)(F)F)o1 (stereo unspecified)	1.1	1	6	1436	97	4	4	2	-8	1	0.098
Cc1cccc(/N=C/c2c(O)c3ccccc3oc2=O)n1	0.9	1	3	1502	101	-6	0	-3	5	-5	0.33
c1ccc(COc2ccc(OCCn3cncn3)cc2)cc1	0.8	1	-4	1570	106	8	-28	-6	18	-2	-0.58
CC1=CC(c2ccc(Cl)cc2)n2nc(NC(=O)c3ccccc3)nc2N1 (stereo unspecified)	1.2	1.1	3	1677	98	-8	6	0	-25	-4	1.2
Cc1nnc(SCC(=O)NCc2ccco2)[nH]c1=O	1	1.1	6	1641	101	-3	-4	-8	4	0	0.2
O=C(Cn1nnc(-c2ccccc2F)n1)Nc1ccc2c(c1)OCO2	0.9	1.1	0	1481	104	3	0	-4	7	3	.
N#CCCn1nc(-c2ccccc2)cc1-n1c(C(F)(F)F)nc2ccccc21	1.1	1	-6	1659	107	4	2	-5	-12	6	.
O=C(CNS(=O)(=O)c1ccc(Br)s1)NCC1COc2ccccc2O1 (stereo unspecified)	1	1	5	1575	98	2	7	-10	3	1	.
COc1cccc(C2=NOC(C(=O)NC(C)C)C2)c1 (stereo unspecified)	0.9	1.1	3	1371	99	-7	5	0	8	1	2.1
CC(Sc1n[nH]c(N)n1)C(=O)Nc1ccccc1-c1ccccc1 (stereo unspecified)	1.1	1	8	1440	100	-7	-3	-3	-14	-4	0.97
FC(F)(F)c1nc2nncn2c2c1CCCCC2	1	1	-5	1625	109	2	-1	-1	2	-4	.
CC(=O)N(CN1C(=O)c2ccccc2C1=O)c1ccccc1	0.9	1.1	9	1612	95	3	14	10	7	-3	-0.56
O=C(O)c1cscn1	0.9	1	5	1521	99	2	4	-7	7	4	-0.018
OC1(c2ccccc2Cl)NN=C2CCCCCN21 (stereo unspecified)	1.1	1	0	1548	102	2	5	-1	-10	0	1.2
COc1ccc(OC)c2sc(N3CCCCC3)nc12	0.9	1	7	1443	100	8	-8	10	8	3	-0.48
CCOc1ccc(CN2CCNC(=O)C2CC(=O)NCCC2=CCCCC2)cc1 (stereo unspecified)	0.9	1	-10	1409	112	1	-2	0	5	1	0.099
CCC(=O)Nc1nc2ccccc2n1CCN(C)C	1.1	1.1	11	1493	97	3	4	4	-6	7	0.033
Cc1cc(N(C)NC(=S)Nc2ccccc2)nc(C)n1	1.1	1.1	12	1510	91	-1	7	6	-8	4	.
COc1cc(/C=N\NC(=O)C2C(=O)NCC2c2ccccc2)cc(OC)c1O (stereo unspecified)	1	1.1	8	1422	100	3	0	7	-1	-1	-1.1
CC(C)CN(C(=O)CSc1nn(-c2ccc(Cl)cc2)c(=S)s1)C1CCS(=O)(=O)C1 (stereo unspecified)	0.9	1	-7	1697	103	21	10	2	11	-5	-0.071
COCCNC(=O)C(=O)NCC1OCCCN1S(=O)(=O)c1cccs1 (stereo unspecified)	0.9	1.1	19	1392	87	-2	8	-4	14	0	0.93
CCc1nnc2c(N(C)C)nc3ccccc3n12	1	1	0	1468	104	-1	2	0	1	6	1
CC1=C(C(=O)Nc2ccccn2)C(c2ccc(Br)cc2)NC(=S)N1 (stereo unspecified)	0.8	1	-22	1495	119	-2	-24	1	25	-6	0.98
Cc1cc(C)c2cccc(N)c2n1	1	1	7	1486	98	9	3	4	-4	5	0.93
CC(C)NC(=O)c1ccccc1-c1nc(-c2ccccc2Cl)no1	1	1.1	-1	1549	103	0	-3	11	1	10	-1.3
CCOC(=O)c1ccc(NC(=O)CSc2nc3c(c(=O)n2C)SC(C)C3)cc1 (stereo unspecified)	1	1	36	1597	77	3	18	-3	3	5	.
CCCCc1nc2ccccc2c(NC(=O)CN2CCN(C)CC2)c1CCC	0.9	1	10	1581	95	-12	1	-3	12	-7	1.7
COC(=O)/C(=C\Nc1ccccc1)NC(=O)c1ccc(Cl)cc1Cl	0.8	1	9	1518	98	1	-5	-10	17	4	0.41
Cc1ccccc1N1CN(Cc2ccco2)CNC1=S	0.5	1	9	1392	93	2	5	1	.	-3	.
COc1ccc(NC(=O)C(c2ccccc2)N(C)C(=O)c2ccc(=O)[nH]c2)cc1 (stereo unspecified)	1.1	1	-5	1461	102	3	-16	1	-14	-7	0.42
CC(C)C(=O)N1CCN(C2=NS(=O)(=O)c3ccccc32)CC1	1	1.1	-1	1518	103	10	-4	2	5	-1	-0.31
Cc1cc(C)n(S(=O)(=O)c2ccc(C)c(C)c2C)n1	0.9	1	0	1416	104	-5	-2	11	12	-2	.
CSc1ccc(S(=O)(=O)NCCCOC(C)C)cc1	0.9	1	10	1387	95	-7	2	-2	10	-7	0.64
Cc1cccc(-n2c(Cn3nc(C)c([N+](=O)[O-])c3C)n[nH]c2=S)c1	0.9	1	5	1425	100	1	0	-10	6	-8	.
Cc1ccc(Sc2cc(N3CCOCC3)nc(-c3ccccc3)n2)cc1	0.9	1	12	1460	97	4	1	-1	7	1	0.2
CCOc1ccccc1NC(=O)N1CCCC1C(=O)Nc1ccc(-n2cnnn2)c(C)c1 (stereo unspecified)	1.1	1	16	1730	90	4	-4	0	-8	2	0.6
COCCn1c(C)cc(C(=O)Cn2nc(C(=O)O)c3ccccc3c2=O)c1C	1	1	15	1720	92	-11	-30	1	-4	9	0.082
C=CCn1c(Cc2cccs2)nnc1SC/C=C/c1ccccc1	0.8	1.1	-3	1735	102	6	1	2	23	-4	-1.4
Cc1c(N=Cc2ccc(Br)s2)cccc1[N+](=O)[O-]	1	1	5	1509	102	-1	-3	-6	-3	5	0.81
Cc1cc(C)c(CN2CCN(Cc3ccc(C)o3)C(CCO)C2)c(-n2cccn2)c1 (stereo unspecified)	1.2	1.1	0	1602	103	-3	-22	4	-22	3	0.053
